PLK1 PBD inh: blocks phosphopeptide binding to human PLK1 polo-box domain | Plk1 PBD binding of FITC phosphopeptide, fluorescence polarization | 2.8% of 360,000 active | Potency, µM, for inactives: max response, negative = inhibition, actives largely listed as inhibitors | P53350; also: potency is read from the fitted curve at half-maximal effect; series mostly up to about 57 µM; % is scaled to controls: 0 for no effect and ±100 for the full control effect; nearly all actives have a fitted effect of over 65% in size
GLP-1R agonist: activates the human GLP-1 receptor; P43220; 0.007% of 380,000 active; HEK293 GLP-1R CRE-luciferase, luminescence, 4-6 h; cells express a hypersensitive GLP-1R form; Potency, µM (top dose mostly 45.6 µM), without a hit: at the highest dose activation, hits mostly activators; also: potency is read from the fitted curve at half-maximal effect; % of control where 0% means no effect
PI5P4Ka inh: blocks human PI5P4K alpha kinase activity. PI5P4Kalpha enzyme, ADP-Glo luminescence, 60 min; hits give low values. max response, %. 1.2% of 330,000 active; active = max response of -50% or lower; inconclusive = between -30% and -50%; inactive = -30% or higher; also: value at the top dose of about 77 µM; % is scaled to controls: 0 for no effect and ±100 for the full control effect
Target sequence (P48426 whole entry, looked up): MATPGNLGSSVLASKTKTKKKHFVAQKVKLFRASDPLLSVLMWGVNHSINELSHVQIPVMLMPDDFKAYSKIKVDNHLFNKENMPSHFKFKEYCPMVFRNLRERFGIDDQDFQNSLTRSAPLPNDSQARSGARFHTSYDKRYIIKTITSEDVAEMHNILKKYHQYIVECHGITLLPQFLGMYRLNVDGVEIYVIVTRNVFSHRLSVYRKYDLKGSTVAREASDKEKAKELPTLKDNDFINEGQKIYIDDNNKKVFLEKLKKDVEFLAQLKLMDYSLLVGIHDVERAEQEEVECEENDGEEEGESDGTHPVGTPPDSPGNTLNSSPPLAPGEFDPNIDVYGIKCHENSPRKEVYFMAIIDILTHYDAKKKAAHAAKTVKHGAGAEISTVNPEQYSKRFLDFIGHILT
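PI5P4Kalpha ADP-Glo assay; 5 microM ATP final; 60 min RT reaction; HEPES pH 7.4/EGTA/CHAPS, 5% DMSO; controls lacking substrate or enzyme; luminescent end-point.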
IL2 activator: IL-2 activation. IL-2 activation reporter assay, cell-based qHTS; stimulated with anti-CD3/CD4/CD28 beads; in transgenic mouse T cells. activation, % (series mostly up to about 46 µM). 0.065% of 360,000 active. AID 652025; in the data active = activation above about 50%; inconclusive = mostly about 30% to 49%; also: 0% is about no effect
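Readout: EGFP and DsRed signals by fluorescent plate cytometry. Unstimulated transgenic mouse T cells received compound 60 min before antibody-bead stimulation, then incubated 18 h at 37 degrees C.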
HEK293 tox: cytotoxic in the GLP-1 receptor inverse agonist counter-screen; HEK293 cAMP-luciferase reporter cells, luminescence, 24 h; Potency, µM (series often up to 38.3 µM), without a hit: at the highest dose activity change, negative = inhibition, hits mostly inhibitors; 0.13% of 410,000 active; AID 624418;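 also: loss of luciferase light is scored as toxicity; potency is read from the fitted curve at half-maximal effect; % is scaled to controls: 0 for no effect and ±100 for the full control effect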
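Cells in DMEM/10% Nu serum/1% pen-strep, 1536-well format. Pre-incubated 12 h, dosed with 23 nL compound, incubated a further 24 h. Luciferase detection, 12 min at room temp, luminescence.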
EPAC1 agonist: agonists of human EPAC1; AID 720707; EPAC1 agonist qHTS, biochemical assay; response scale: 100% = response to 6.5 mM cAMP; Potency, µM (titrated, usually from 154 µM), for inactives: at the top dose activation, actives largely listed as activators; 0.073% of 360,000 active; O95398; also: potency is read from the fitted curve at half-maximal effect; nearly all actives have a fitted effect of over 60% in size
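EPAC1 100 nM, Rap1B–BODIPY-GDP 250 nM, unlabeled GDP 50 uM; compound titration; 5 min RT; kinetic read ex480/em540 at 5-min intervals ×30 min; data normalized to 6.5 mM cAMP agonist control.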
GLP-1R inv ag: inverse agonists of human GLP-1 receptor | P43220 | HEK293 GLP-1R CRE-luciferase, luminescence, 24 h; GLP-1R form is constitutively active | Potency, µM (doses to about 38.3 µM), inactives show at the highest dose activity change, negative = inhibition, usual class: inhibitors | 1.6% of 410,000 active; also: potency is read from the fitted curve at half-maximal effect; % is scaled to controls: 0 for no effect and ±100 for the full control effect; nearly all actives have a fitted effect of over 55% in size
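HEK293 cells stably co-expressing constitutively active GLP-1R and a cAMP-responsive luciferase reporter were seeded in DMEM with 10% Nu serum, given compounds after 12 h, and incubated 24 h at 37 deg C. Luminescence was then read.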
PTHR1 ag: activates the human parathyroid hormone receptor PTHR1. Q03431. HEK293 GP2 PTHR1 cells, GloSensor cAMP luminescence, 1 h. Potency, µM (doses to about 115 µM), for inactives: at the top dose activation, hits mostly activators. 0.075% of 410,000 active; also: potency is read from the fitted curve at half-maximal effect; nearly all actives have a fitted effect of over 55% in size; some results filed as inactive show a strong effect at the top dose; inactives centre near -15; many of its hits are not listed in these tables
Target sequence (Q03431 whole entry, looked up): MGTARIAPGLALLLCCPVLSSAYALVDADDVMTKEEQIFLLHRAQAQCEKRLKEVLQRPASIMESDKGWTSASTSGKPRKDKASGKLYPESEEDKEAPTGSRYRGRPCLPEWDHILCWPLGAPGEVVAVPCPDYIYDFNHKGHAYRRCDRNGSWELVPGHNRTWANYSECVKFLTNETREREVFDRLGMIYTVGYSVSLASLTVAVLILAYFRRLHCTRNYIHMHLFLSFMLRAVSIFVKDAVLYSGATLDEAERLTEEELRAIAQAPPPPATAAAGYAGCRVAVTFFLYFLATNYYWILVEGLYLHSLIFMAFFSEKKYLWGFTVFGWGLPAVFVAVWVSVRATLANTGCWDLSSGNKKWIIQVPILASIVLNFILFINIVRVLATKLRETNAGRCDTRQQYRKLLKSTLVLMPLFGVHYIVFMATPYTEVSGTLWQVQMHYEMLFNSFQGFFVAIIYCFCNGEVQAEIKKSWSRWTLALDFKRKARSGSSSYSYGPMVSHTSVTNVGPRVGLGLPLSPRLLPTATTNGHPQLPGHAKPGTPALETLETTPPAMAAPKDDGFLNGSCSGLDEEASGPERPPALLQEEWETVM
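HEK-293-derived GP2 cells expressing PTHR1 and a GloSensor cAMP reporter, 3,000/well, plated overnight, given luciferin plus IBMX (each 0.5 mM as added) for 1 h at 37 °C, then compound for 1 h at 37 °C. Luminescence was read after 15 min at room temperature.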
EPAC1 antagonist: EPAC1 (human) antagonism; O95398; EPAC1 GEF assay, Rap1b-BODIPY-GDP exchange fluorescence; Potency, µM (highest dose often 115 µM), inactives show at the top dose activity change, negative = inhibition, hits mostly inhibitors; 0.14% of 360,000 active; AID 720709;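 also: potency is read from the fitted curve at half-maximal effect; plate controls were vehicle for no effect and positive control for full effect; nearly all actives have a fitted effect of over 50% in size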
Starred values were filed as active, the others as inactive; i = inactive; ? = inconclusive; nt = not tested or not shown; & = joins results of further samples; [ ] = dose if it differs, or a comment. Unless noted, calls follow the shape of the dose curve; as a rule, active = well fitted curve in the direction sought with a large enough effect; inconclusive = small, poorly fitted or top-dose-only effect, or another doubt; inactive = no such curve, though single readings can be large; an effect the other way counts as inactive or inconclusive. An excerpt (hit frequency here may not be typical).

SMILES	PLK1 PBD inh	GLP-1R agonist	PI5P4Ka inh	IL2 activator	HEK293 tox	EPAC1 agonist	GLP-1R inv ag	PTHR1 ag	EPAC1 antagonist
Cc1cc(C)c(C)c(S(=O)(=O)N[C@@H](C)C(=O)OCc2cc(=O)n3cc(Br)ccc3n2)c1C	-17%	11%	-52*	-0.3	-1%	-8%	-4%	-12%	?
O=[N+]([O-])c1ccc(NN=C(Oc2ccccc2)c2ccc([N+](=O)[O-])cc2)cc1	3%	2%	-3	0.4	6%	-2%	3%	-10%	3%
O=C(c1ccoc1)N1CCN(c2cc(-c3ccccc3)nc3cc(-c4ccc(Br)cc4)nn23)CC1	-23%	-5%	-9	-2.9	5%	6%	4%	-29%	-22%
O=C(Nc1ccc2nsnc2c1)C1CC1	-21%	5%	-12	-0.5	-1%	9%	1%	4%	?
COc1ccc(-n2c(COc3cccc4ccccc34)nnc2SCC(=O)NCc2ccco2)cc1	-3%	6%	-1	-2.8	?	16%	0%	i	-10%
CCOC(=O)c1c(-c2ccccc2)oc2ccc(O)c(CN3CCN(C)CC3)c12	0%	15%	30	-5.0	?	-8%	3.2µM*	-22%	?
CC(=O)N[C@@H](Cc1c[nH]c2ccccc12)C(=O)NCc1ccccc1	-9%	2%	-2	0.1	15%	5%	10%	-5%	16%
COc1ccc(OC)c(NC(=O)c2cc3c(Cl)nc4ccccc4c3s2)c1	4%	0%	-2	-2.3	-15%	3%	7%	i	-10%
COc1ccc(CCNC(=O)/C(C#N)=C2\N=C(NC(=O)c3ccco3)c3ccccc32)cc1	-11%	12%	-13	-0.4	-3%	8%	11%	-26%	11%
COc1ccccc1N(CC(=O)N/N=C(\C)c1ccccc1O)S(=O)(=O)c1ccc(C)cc1	3%	9%	2	-3.0	?	-2%	?	3%	-12%
COc1ccc(C(=O)Nc2ccc3c(c2)OCO3)cc1OC	-3%	8%	nt	-2.0	5%	-3%	66%[activator]	-19%	8%
Cc1ccc(F)cc1NC(=O)CN1CCN(Cc2ccccc2)CC1	-2%	5%	-2	-0.1	3%	-5%	-24%	-15%	-2%
O=c1c2ccccc2[nH]c(=S)n1Cc1cccs1	-16%	17%	2	0.7	0%	3%	0%	-15%	20%
CCc1ccc(OCCNC(=O)c2ccccc2SCc2ccccc2)cc1	0%	-2%	21	-0.8	4%	0%	7.1µM*	-12%	-16%
CCN(CC)c1ccc(NC(=O)CSc2n[nH]c(-c3ccco3)n2)cc1	0%	0%	0	-1.9	-13%	-5%	-14%	i	3%
CCN(c1ccc(C(=O)CN2C(=O)NC3(CCOc4ccccc43)C2=O)cc1)S(C)(=O)=O (configuration not stated)	3%	7%	-4	0.0	-2%	19%	-2%	-33%[inhibitor]	5%
CCOc1cc(/C=C2\C(=O)ON=C2C)ccc1OCc1ccccc1	1.5µM*	12%	-16	-1.2	-12%	0%	-4%	-14%	-16%
CCCSC1=NN2CCCC(=O)N=C2S1	3%	1%	6	-1.8	-1%	-6%	10%	-7%	-10%
COc1ccc(Cn2nc(C)n(N(C)c3ncc(C(F)(F)F)cc3Cl)c2=O)cc1	6%	1%	3	0.3	-1%	-5%	?	-34%[inhibitor][57.5 µM]	4%
O=C(NCCc1ccc(Cl)cc1)C1CCN(S(=O)(=O)c2cccs2)CC1	-5%	-6%	nt	-2.5	-17%	10%	0%	-44%[inhibitor]	16%
COC(=O)c1cc(=O)cc(C(=O)OC)o1	1%	1%	nt	-0.6	2%	7%	0%	-7%[57.5 µM]	0%
CCOc1cc(Br)c(COc2ccc(C)nc2[N+](=O)[O-])cc1OCC	-3%	?	23	-2.6	-1%	-10%	?	-33%[inhibitor]	-24%
CCNc1nc(NC(C)(C)C)nc(N(CC)n2cnnc2)n1	-8%	0%	nt	-1.8	9%	6%	56%[activator]	-6%[57.5 µM]	-4%
O=C(Cc1cccc(NC(=O)C2CCCN(C(=O)C3CCC3)C2)c1)Nc1ccc(C(=O)N2CCOCC2)cc1 (configuration not stated)	-6%	20%	1	0.2	-21%	-19%	3%	i	-27%
CC1CCc2sc(C(=O)NCCCn3ccnc3)cc2C1 (configuration not stated)	-17%	1%	1	-4.5	-5%	2%	3%	-6%	10%
CC(C)C(c1nnnn1C(C)(C)C)N1CCC(Cc2ccccc2)CC1 (configuration not stated)	13%	-1%	16	0.7	6%	1%	13%	-25%	-15%
N#Cc1cccc(-c2csc(C(O)c3ccco3)n2)c1 (configuration not stated)	-19%	0%	-19	0.8	4%	1%	-12%	?	-7%
O=C(CN1CCC(n2nnc3ccccc32)CC1)NCc1cccs1	0%	8%	nt	-1.5	-18%	-12%	0%	-14%[57.5 µM]	3%
CC(OC(=O)CNC(=O)c1ccc2ccccc2c1)C(=O)NC1CCCCC1C (configuration not stated)	-3%	12%	12	-2.9	?	3%	-12%	-1%	-23%
CCCCN(C(=O)c1ccc(C)cc1)c1c(N)n(CCC)c(=O)[nH]c1=O	-10%	-1%	1	3.5	-11%	3%	2%	-43%	-13%
OCCCc1nc2ccccc2n1CCCCOc1ccccc1	-6%	19%	1	0.6	3%&1%	-2%	-25%&-28%	-7%&-9%	5%
CCOC(=O)C1CCN(C(=O)c2ccc(Oc3cc(Cl)cc(Cl)c3)o2)CC1	6%	12%	10	-0.7	11%	6%	-30%	i	-1%
O=C(NCc1ccccc1)c1ccc(=O)[nH]n1	-5%	0%	-7	0.0	-5%	-6%	5%	7%[57.5 µM]	-8%
CCOC(=O)CCc1c(C)nc(SCCN2CCCC2)c(C#N)c1C	-26%	4%	1	1.2	?	5%	?	-6%[57.5 µM]	-3%
Oc1ccc(/C=N/N=C(c2ccccc2)c2ccccc2)c(O)c1O	12µM*	-3%	?	-3.6	?	27%	-31%	-83%[inhibitor]	?
Cc1cc(S(=O)(=O)Nc2nc(CN3CCOCC3)nc3sc4c(c23)CCC4)cc(C)c1C	?	-17%	-30	1.7	12%	7%	-6%	i	-15%
O=C(CN(CC1CCCO1)C(=O)CNS(=O)(=O)c1ccc(F)cc1)NCc1ccccc1 (configuration not stated)	-10%	6%	6	-1.8	10%	-62%[inhibitor]	12%	i	-29%
CCC(=O)Oc1cccc(C(=O)Nc2ccc(-c3nnc(-c4ccco4)o3)cc2)c1	-1%	-29%	-2	-3.1	?	-24%	2%	-25%	12%
O=S(=O)(Cc1ccccc1)N1CCN(C2Cc3ccccc3C2)CC1	-5%	-4%	1	2.2	-3%	3%	-10%	i	0%
COc1ccc(C(=O)O/N=C/c2ccc(S(=O)(=O)c3ccc(Cl)cc3)nc2)cc1	-9%	4%	3	0.0	4%	5%	-7%	-5%	-20%

The closing two compounds of the section above open the next one.
SMILES	PLK1 PBD inh	GLP-1R agonist	PI5P4Ka inh	IL2 activator	HEK293 tox	EPAC1 agonist	GLP-1R inv ag	PTHR1 ag	EPAC1 antagonist
O=S(=O)(Cc1ccccc1)N1CCN(C2Cc3ccccc3C2)CC1	-5%	-4%	1	2.2	-3%	3%	-10%	i	0%
COc1ccc(C(=O)O/N=C/c2ccc(S(=O)(=O)c3ccc(Cl)cc3)nc2)cc1	-9%	4%	3	0.0	4%	5%	-7%	-5%	-20%
COc1ccc(Nc2nc(S(=O)(=O)c3ccc(C)cc3)c(Cl)s2)cc1	-7%	11%	4	-2.8	-23%	9%	?	-33%[inhibitor]	-3%
O=C(CCCc1ccccc1)N1CCN(c2ccc([N+](=O)[O-])cc2)CC1	-4%	-2%	11	-0.5	-30%	0%	?	-12%	0%
CN(C)c1nc2c(c(=O)n(C)c(=O)n2C)n1Cc1ccccc1	-6%	25%	2	3.0	1%	-1%	0%	i	7%
CC(C)(C)[C@@H]1C=C(C(=O)NC2CC2)O[C@H](OCc2ccc(CO)cc2)C1	1%	5%	1	-0.5	4%	-8%	17%	-23%	-19%
C=CCn1c(SC(C)C#N)nc2sc(CC)cc2c1=O (configuration not stated)	-4%	8%	2	0.6	-10%	-2%	-17%	i	-9%
N=c1n(CCO)c2ccccc2n1Cc1ccc(Cl)cc1	1%	-12%	2	0.4	-10%	-7%	?	-3%[57.5 µM]	13%
OC[C@@H]1CN(Cc2ccncc2)C[C@H](n2cnc3c(NCc4ccncc4)ncnc32)O1	-15%	7%	5	-0.1	3%	11%	-3%	1%	-11%
CC1=C(C(=O)Nc2ccc(C)cc2)C(c2ccc(N(C)C)cc2)NC(=O)N1 (configuration not stated)	-4%	0%	nt	1.0	-11%	-3%	-5%	10%[57.5 µM]	12%
CNC(=O)CN(c1ccc(Oc2ccccc2)cc1)S(=O)(=O)c1ccc(C)cc1	1%	-1%	0	-1.6	7%	-3%	0%	i	-3%
Cc1ccc(SCCNC(=O)/C=C/c2cccc([N+](=O)[O-])c2)cc1	-10%	9%	11	5.6	4%	14%	?	-6%	-4%
COC(=O)CN(C#N)c1nc(NC(C)C)nc(NC(C)C)n1	-12%	13%	2	0.6	6%	-4%	-17%	i	-10%
CN(C(=O)CS(=O)(=O)Cc1ccccc1Cl)c1ccccc1	-15%	12%	0	1.3	-11%	4%	1%	i	-1%
O=C(NCc1ccccc1)C12CC3CC(CC(Cl)(C3)C1)C2	-9%	2%	3	1.7	-2%	3%	?	-5%	-14%
Cc1ccc2c(Cl)cc(Cl)c(OCC(=O)Nc3cc(S(=O)(=O)N(C)C)ccc3C)c2n1	2%	19%	0	-0.6	0%	4%	?	-29%	-12%
O=C(NCc1cccnc1)c1ccc(Cn2c(=S)[nH]c3ccc(Br)cc3c2=O)cc1	?	2%	4	-0.5	2%[7.66 µM]	-5%	82%[activator][7.66 µM]	-21%	1%
Clc1ccc(CSc2nnc(-c3c[nH]c4ccccc34)o2)cc1	-18%	-1%	nt	-0.8	-23%	27%	?	-95%[inhibitor]	-23%
COCCNC(=O)c1ccccc1NC(=O)Nc1ccccc1	-4%	2%	4	-0.3	15%	10%	13%	12%	-7%
Cc1cc(N2CCOCC2)nc(N2CCOCC2)c1C#N	0%	20%	1	-3.1	5%	7%	83%[activator]	-12%	-9%
Cc1cccc(CSc2ccc(S(=O)(=O)N3CCCC3)cn2)c1	-13%	16%	11	0.5	9%	17%	?	-27%	-16%
